# Screening results from PubChem.
# EPAC1 ag: activates human EPAC1 exchange factor; O95398; EPAC1 agonist qHTS, biochemical assay; response scale: 100% = response to 6.5 mM cAMP; Potency, µM (highest dose often 154 µM), without a hit: top-dose activation, usual class: activators; 0.073% of 360,000 active; AID 720707; note: potency is the fitted concentration of half-maximal effect; nearly all actives have a fitted effect of over 60% in size
# Target sequence (O95398 whole entry, looked up): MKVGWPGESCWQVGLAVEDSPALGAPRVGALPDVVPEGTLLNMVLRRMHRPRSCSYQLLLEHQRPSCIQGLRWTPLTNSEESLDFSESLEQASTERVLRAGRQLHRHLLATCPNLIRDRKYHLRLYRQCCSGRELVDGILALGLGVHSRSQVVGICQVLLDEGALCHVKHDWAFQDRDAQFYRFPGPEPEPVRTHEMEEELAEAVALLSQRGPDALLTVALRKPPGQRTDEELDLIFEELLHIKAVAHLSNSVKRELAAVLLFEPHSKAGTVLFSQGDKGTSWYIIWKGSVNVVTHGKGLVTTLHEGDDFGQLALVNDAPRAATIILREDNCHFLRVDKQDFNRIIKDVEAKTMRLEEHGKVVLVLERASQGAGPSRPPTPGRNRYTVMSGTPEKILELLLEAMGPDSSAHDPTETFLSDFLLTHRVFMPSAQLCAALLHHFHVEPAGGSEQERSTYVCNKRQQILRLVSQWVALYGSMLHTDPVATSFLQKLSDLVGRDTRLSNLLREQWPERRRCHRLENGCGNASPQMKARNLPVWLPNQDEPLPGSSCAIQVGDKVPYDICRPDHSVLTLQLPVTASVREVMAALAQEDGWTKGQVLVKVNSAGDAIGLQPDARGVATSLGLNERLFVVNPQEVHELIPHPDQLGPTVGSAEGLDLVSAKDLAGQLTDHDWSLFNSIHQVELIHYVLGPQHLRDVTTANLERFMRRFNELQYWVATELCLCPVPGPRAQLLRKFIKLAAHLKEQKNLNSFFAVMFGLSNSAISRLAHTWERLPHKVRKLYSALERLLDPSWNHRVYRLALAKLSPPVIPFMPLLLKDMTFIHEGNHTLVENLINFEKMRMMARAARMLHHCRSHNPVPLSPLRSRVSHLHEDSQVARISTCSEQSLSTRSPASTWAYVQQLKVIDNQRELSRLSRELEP
#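 Normalized to 6.5 mM cAMP, activity reflects EPAC1-catalysed release of BODIPY-GDP from Rap1B, followed kinetically over 30 min at 480 nm excitation, 540 nm emission. Reaction contained 100 nM EPAC1, 250 nM Rap1B-BODIPY-GDP, 50 uM GDP.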
# IL-2 act: activates IL-2 in a cell-based reporter assay | IL-2 activation reporter assay, cell-based qHTS; stimulated with anti-CD3/CD4/CD28 beads; in transgenic mouse T cells | activation, % (series mostly up to about 46 µM) | 0.065% of 360,000 active | AID 652025; in the data active = activation above about 50%; inconclusive = mostly about 30% to 49%; note: 0% is about no effect
#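 Unstimulated transgenic mouse T cells; 60-min compound exposure; bead-based TCR/CD4/CD28 stimulation; 18 h culture, 37 degrees C; dual fluorescence (EGFP, DsRed) plate cytometry.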
# PI5P4Ka inh: PI5P4K alpha (human) kinase inhibition | P48426 | PI5P4Kalpha enzyme, ADP-Glo luminescence, 60 min; hits give low values | max response, % | 1.2% of 330,000 active; active = max response of -50% or lower; inconclusive = between -30% and -50%; inactive = -30% or higher; note: value at the top dose of about 77 µM; % is set by controls: 0 for no effect and ±100 for the full control effect
#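 qHTS, 1536-well: enzyme/substrate mix, compound by pin tool, 5 microM ATP final; RT 60 min; ADP-Glo reagents 1 (45 min) then 2 (30 min); luminescence.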
# WRN inhibitor: inhibitors of human WRN helicase; WRN helicase unwinding, fluorescent forked duplex, kinetic; Potency, µM (series often up to 114 µM), without a hit: at the top dose activity change, negative = inhibition, hits mostly inhibitors; 0.46% of 360,000 active; note: potency is the fitted concentration of half-maximal effect; % is set by controls: 0 for no effect and ±100 for the full control effect; nearly all actives have a fitted effect of over 55% in size
#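 Fluorescence dequenching readout, ex 525 nm/em 598 nm, kinetic mode: forked duplex DNA (100 nM final) with adjacent fluorophore and quencher unwound by WRN (20 nM final) with 2 mM ATP. Compound preincubation 15 min, room temperature.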
# Abeta yeast res: compounds reversing amyloid beta toxicity in yeast | yeast expressing A-beta42, growth rescue, OD600, 48 h; response scale: 0% DMSO, 100% iron-clioquinol control | Potency, µM (titrated, usually from 46.1 µM), inactives show top-dose growth rescue, actives largely listed as activators | 0.063% of 410,000 active; note: potency is the fitted concentration of half-maximal effect; nearly all actives have a fitted effect of over 55% in size
#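 Growth rescue measured by 600 nm absorbance after 48 h yeast culture at 30 C with compound. Values normalized between DMSO and an equimolar ferric chloride plus clioquinol control.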
# PLK1 PBD block: blocks phosphopeptide binding to human PLK1 polo-box domain; 2.8% of 360,000 active; Potency, µM, inactives show max response, negative = inhibition, hits mostly inhibitors; P53350; Plk1 PBD binding of FITC phosphopeptide, fluorescence polarization; note: potency is the fitted concentration of half-maximal effect; series mostly up to about 57 µM; % is set by controls: 0 for no effect and ±100 for the full control effect; nearly all actives have a fitted effect of over 65% in size
# FUS yeast rescue: suppressors of FUS proteinopathy in yeast. 0.24% of 390,000 active. Potency, µM (series often up to 76.6 µM), for inactives: at the top dose growth rescue (activation), most hits filed as activators. S. cerevisiae FUS-expressing, growth rescue, OD600, 24 h;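 note: potency is the fitted concentration of half-maximal effect; plate controls were DMSO vehicle for no effect and reference control for full effect; nearly all actives have a fitted effect of over 55% in size; some results filed as inactive show a strong effect at the top dose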
#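 Read-out: OD at 600 nm after 24hr at 30C, reporting rescue of FUS-induced yeast toxicity. Cells at OD 0.005 in galactose (2%) minimal medium; compounds tested in a dilution series; CP55940 titration from 92uM final as control.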
# EPAC1 antagonist: antagonists of human EPAC1; O95398; EPAC1 GEF assay, Rap1b-BODIPY-GDP exchange fluorescence; Potency, µM (highest dose often 115 µM), without a hit: at the highest dose activity change, negative = inhibition, hits mostly inhibitors; 0.14% of 360,000 active;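 note: potency is the fitted concentration of half-maximal effect; plate controls were vehicle for no effect and positive control for full effect; nearly all actives have a fitted effect of over 50% in size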
# * hit, by the source's call; ? = inconclusive; . = no result given; [ ] = remark or other dose. Unless noted, calls come from the whole dose curve; as a rule, active = well fitted curve in the direction sought with a large enough effect; inconclusive = small, poorly fitted or top-dose-only effect, or another doubt; inactive = no such curve, though single readings can be large; an effect the other way counts as inactive or inconclusive.
SMILES,EPAC1 ag,IL-2 act,PI5P4Ka inh,WRN inhibitor,Abeta yeast res,PLK1 PBD block,FUS yeast rescue,EPAC1 antagonist
C/C(=N\NC(=O)c1nnn(-c2nonc2N)c1CN1CCCCC1)c1ccccc1O,9%,-0.7,1,2%,-20%,-7%,8%,?
O=C(CN1C(=O)CC(c2ccco2)Sc2ccccc21)Nc1ccccc1F (stereo not drawn),-4%,-3.6,?,?,-1%,-22%,45%,0%
Cc1ccccc1N1C(=O)c2sc3nc4c(c(=O)n3c2C1=O)CCC4,7%,1.2,.,?,-2%,8.4µM*,?,-19%
CCc1ccc(N2CC(C(=O)OCC(=O)Nc3cc(C)on3)CC2=O)cc1 (stereo not drawn),3%,2.0,-9,5%,20%,-23%,1%,-8%
Cc1nn(CC(C)C)c(Cl)c1C(=O)NCC1CCCO1 (stereo not drawn),-11%,-1.0,1,14%,-5%,4%,20%,8%
Cc1nc(NC(=O)c2ccccc2)sc1-c1csc(Nc2ccc(C(=O)O)cc2)n1,4%,-3.0,?,-9%[11.6 µM],-2%,?,64%,0%
CCNC(=O)C1(C)CCCN(C(=O)c2cc(OC)ccc2Br)C1 (stereo not drawn),-6%,1.3,1,9%,0%,4%,-21%,-12%
Cc1cc(C(=O)Nc2ccc(OCc3ccccc3)cc2)c(C)o1,1%,-3.1,-2,-2%,4%,-2%,-17%,-2%
O=C(c1ccc(Cl)cc1)c1cnc(-c2ccccc2)s1,-8%,2.0,14,3%,-3%,-16%,.,-20%
O=C(OCCCOC(=O)c1ccc(O)cc1)c1ccc(O)cc1,7%,-0.3,-15,-12%,6%,5%,5%,-18%
CCS(=O)(=O)c1ccc2oc(Nc3ccccc3Br)nc2c1,1%,-4.1,2,-11%,-11%,-3%,19%,-7%
CCOc1ccc(NC(=O)CCCNC(=O)Cn2cnc3sc(C)c(C)c3c2=O)cc1,-2%,-2.6,-6,0%,-6%,-6%,-11%,-3%
COC(=O)Nc1ccc(S(=O)(=O)N(C)CC(F)(F)C(F)F)cc1,-12%,-1.7,0,7%,16%,-1%,4%,-3%
CCN(c1ccccc1)c1nc2ccsc2c(=O)s1,20%,-2.5,4,-6%,-13%,-16%,16%,-14%
CN1OC[C@@H]2CN[C@H](c3cccc(-c4cc(Cl)cc(Cl)c4)c3)C[C@@H]21,-13%,0.7,-2,-5%,-17%,-29%,-9%,-16%
CC1CC(C)CN(C(=O)Cn2c(=O)n(CCCC(=O)NCc3ccco3)c(=O)c3sccc32)C1 (stereo not drawn),1%,0.2,-4,8%,0%,-23%,16%,9%
CCCCN(CC)C(=O)Cc1ccccc1OC,-7%,-2.3,3,-41%[57.1 µM],7%,-9%,2%,-11%
CSc1nsc(SC)c1NC(=O)Nc1ccccc1C,7%,5.0,-6,13%[57.1 µM],-18%,-29%,-15%,-13%
O=C1NC(=S)N/C1=C/c1ccc2ccccc2c1,-9%,-0.2,1,-10%,2%,-9%,-25%,-18%
COc1cc(C2C(C(=O)c3ccc(C)o3)=C(O)C(=O)N2c2cc(C)on2)cc(Br)c1O (stereo not drawn),14%,0.7,5,-10%,-1%,-10%,?,-14%
Cc1cccc(CN2CCN(CC(=O)NCc3ccc(F)cc3)C2=O)c1,-6%,-2.9,-3,2%,12%,3%,-22%,-3%
CCOC(=O)N1CCN(Cc2nc3cc(NC(=O)c4cccs4)ccc3n2C)CC1,3%,0.7,-8,-10%,-2%,-6%,14%,-12%
Cc1ccccc1C(=O)O[C@H]1[C@H](Cc2ccccc2)NS(=O)(=O)[C@H]2CC3C=C[C@]12O3,3%,0.5,-7,-1%,8%,-4%,43%,-7%
O=C(Nc1ccc(Br)cc1)c1cc(S(=O)(=O)Nc2ccccn2)ccc1Cl,-4%,1.7,-4,3%,-6%,-4%,15%,-4%
C[C@@]12CCC=C[C@H]1[C@H](c1ccoc1)N(Cc1ccccc1)C2=O,-19%,0.5,3,0%,0%,-26%,-3%,-26%

# Later entries
SMILES,EPAC1 ag,IL-2 act,PI5P4Ka inh,WRN inhibitor,Abeta yeast res,PLK1 PBD block,FUS yeast rescue,EPAC1 antagonist
COc1ccccc1C(=O)NNC(=O)Cc1ccccc1,4%,-0.2,4,5%,6%,-13%,5%,-16%
CCCS(=O)(=O)N1CCC(C(=O)N2CCc3ccccc3C2)CC1,-3%,-0.8,5,5%,13%,-3%,-5%,-6%
COc1cccc(CNC(=O)[C@@H]2CCCN2C(=O)[C@H]2CCCCN2C(=O)c2cccc3ccccc23)c1,-5%,-0.1,-1,-13%,-2%,-3%,?,-8%
O=C(NCCc1ccc(F)cc1)N1CCOCC1,1%,8.5,-4,-6%,-3%,21µM*,3%,7%
CCc1cccc(CC)c1NC(=O)C(NS(=O)(=O)c1cccs1)c1ccccc1 (stereo not drawn),0%,-0.3,3,-4%,12%,-11%,.,-11%
COc1ccc(OCCSc2nnc(CC(=O)Nc3cccc(Cl)c3Cl)n2C)cc1,14%,-0.4,.,-4%,12%,0%,42%,-3%
Cc1cc(=O)n2nc(N3CCCC(C(=O)NCc4ccccc4)C3)sc2n1 (stereo not drawn),7%,-2.2,-14,-2%,0%,-4%,-27%,-4%
COc1ccc2c(c1OC)C(=O)OC2Nc1ncccc1C (stereo not drawn),7%,0.1,-7,0%,-1%,-8%,-11%,-12%
CCOC(=O)C1CCN(C(=O)c2cccc(S(=O)(=O)N3CCCc4ccccc43)c2)CC1,7%,-2.5,-7,3%,-18%,-7%,?,9%
CCCCN(C(=O)c1ccc2c(c1)OCO2)c1ccccc1,1%,-2.1,0,-3%,-20%,?,12%,21%
CC(C)C(=O)NC(c1cccc([N+](=O)[O-])c1)c1ccc2cccnc2c1O (stereo not drawn),0%,-0.7,-7,-8%,-34%[inhibitor],-7%,26%,-4%
COc1ccc(OC)c(NC(=O)COC(=O)c2nc(Cl)ccc2Cl)c1,10%,-0.6,-2,-3%,-1%,-6%,4%,2%
CCOc1ccc(S(=O)(=O)N(CC(=O)N2CCc3ccccc32)Cc2ccco2)cc1,3%,-2.0,-3,-5%,17%,-6%,26%,-23%
CCCN(CC1CC1)S(=O)(=O)c1ccc(S(N)(=O)=O)cc1,-6%,0.9,2,4%,2%,2%,-4%,-12%
Cc1ccc(C(=O)COC(=O)CCN2C(=O)C3C4CC(C(Br)C4Br)C3C2=O)cc1 (stereo not drawn),-1%,0.3,4,1%,18%,-10%,12%,-10%
CCOC(=O)CSc1nc2cc(C(=O)NCc3ccco3)ccc2c(=O)n1-c1ccc(F)cc1,-2%,-3.2,.,1%,0%,0%,12%,22%
CCn1c(CNC(=O)c2ccc(OC)cc2)nnc1SCC(=O)c1ccccc1,-6%,-2.6,?,-20%,-3%,-11%,.,5%
CCOP(=O)(c1ccc(N(C)C)cc1)C(O)c1ccc(C)cc1 (stereo not drawn),-14%,-3.4,2,10%,-6%,-16%,8%,?
CCN(c1ccc(NC(=O)CCNC(=O)c2ccco2)cc1)C(C)C,9%,1.1,1,3%,0%,-6%,-29%,-7%
COC(=O)c1ccccc1NC(=O)C1CCCCC1C(=O)O (stereo not drawn),3%,-1.8,.,-5%,11%,-15%,13%,5%
Cc1ccc(S(=O)(=O)Nc2ccc3c(c2)OCCO3)c(C)c1NS(C)(=O)=O,1%,-2.7,-1,13%,-2%,-16%,25%,-28%
Cc1c(NC(=O)C(C)c2ccc(CC(C)C)cc2)c(=O)n(-c2ccccc2)n1C (stereo not drawn),-5%,2.5,6,-13%,19%,-5%,32%,-3%
Cc1ccc(NC(=O)CN(C)c2ccc(S(=O)(=O)N3CCN(C)CC3)cn2)cc1,0%,-0.8,4,3%,-11%,-4%,10%,3%
Cc1ccc(C)c(NC(=O)CN(C)C(=O)c2ccc3[nH]c4c(c3c2)CC(C)CC4)c1 (stereo not drawn),-1%,-4.4,14,-15%,16%,-3%,?,?
O=[N+]([O-])c1ccccc1NS(=O)(=O)c1ccccc1,12%,-1.9,2,5%,0%,2%,16%,-1%
Cc1ccc(NC(=O)c2ccc(Oc3ncccn3)cc2)cc1,9%,-0.6,-1,-5%[57.1 µM],-2%,-1%,13%,-25%
O=C(O)c1ccc2cccc(Cl)c2c1O,-2%,-1.8,207,-17%,-19%,?,2%,2%

# In the list so far, 9 have an aryl methoxy group.
SMILES,EPAC1 ag,IL-2 act,PI5P4Ka inh,WRN inhibitor,Abeta yeast res,PLK1 PBD block,FUS yeast rescue,EPAC1 antagonist
CCNC(=O)C1(C)CCCN(C(=O)c2cc(OC)ccc2Br)C1 (stereo not drawn),-6%,1.3,1,9%,0%,4%,-21%,-12%
CCCCN(CC)C(=O)Cc1ccccc1OC,-7%,-2.3,3,-41%[57.1 µM],7%,-9%,2%,-11%
COc1cc(C2C(C(=O)c3ccc(C)o3)=C(O)C(=O)N2c2cc(C)on2)cc(Br)c1O (stereo not drawn),14%,0.7,5,-10%,-1%,-10%,?,-14%
COc1ccccc1C(=O)NNC(=O)Cc1ccccc1,4%,-0.2,4,5%,6%,-13%,5%,-16%
COc1cccc(CNC(=O)[C@@H]2CCCN2C(=O)[C@H]2CCCCN2C(=O)c2cccc3ccccc23)c1,-5%,-0.1,-1,-13%,-2%,-3%,?,-8%
COc1ccc(OCCSc2nnc(CC(=O)Nc3cccc(Cl)c3Cl)n2C)cc1,14%,-0.4,.,-4%,12%,0%,42%,-3%
COc1ccc2c(c1OC)C(=O)OC2Nc1ncccc1C (stereo not drawn),7%,0.1,-7,0%,-1%,-8%,-11%,-12%
COc1ccc(OC)c(NC(=O)COC(=O)c2nc(Cl)ccc2Cl)c1,10%,-0.6,-2,-3%,-1%,-6%,4%,2%
CCn1c(CNC(=O)c2ccc(OC)cc2)nnc1SCC(=O)c1ccccc1,-6%,-2.6,?,-20%,-3%,-11%,.,5%
